Bcl-B Bim block: human Bim-Bcl-B interaction inhibition | Q9HD36 | bead-based flow cytometry, Bim peptide-Bcl-B binding | inhibition, % at 10 µM | actives 0.073% (n = 190,000) | AID 951;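 note: 0% = tracer peptide without compound and 100% = reference inhibitor peptide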
GSH fluor: compound fluoresces at 488/530 nm on GSH beads | AID 1776 | fluorescence (KMESF) at 10 µM | actives 0.25% (n = 190,000) | GSH beads flow cytometry, compound fluorescence 488/530 nm; active compounds read high; in the data active = fluorescence above about 89;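 note: glutathione beads carrying GST-tagged Bcl family fusion proteins plus one bare bead set; values are compound well signal with DMSO vehicle wells as background; inactives centre near 16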
ABCG2 block: blocks JC-1 efflux by human ABCG2 transporter | inhibition, % at 6.6 µM | IgMXP3 cells, flow cytometry | AID 1325 | actives 0.1% (n = 190,000);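 active = inhibition above 80%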;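 note: 0% = DMSO and 100% = nicardipine control wells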
Target sequence (Q9UNQ0 whole entry, looked up): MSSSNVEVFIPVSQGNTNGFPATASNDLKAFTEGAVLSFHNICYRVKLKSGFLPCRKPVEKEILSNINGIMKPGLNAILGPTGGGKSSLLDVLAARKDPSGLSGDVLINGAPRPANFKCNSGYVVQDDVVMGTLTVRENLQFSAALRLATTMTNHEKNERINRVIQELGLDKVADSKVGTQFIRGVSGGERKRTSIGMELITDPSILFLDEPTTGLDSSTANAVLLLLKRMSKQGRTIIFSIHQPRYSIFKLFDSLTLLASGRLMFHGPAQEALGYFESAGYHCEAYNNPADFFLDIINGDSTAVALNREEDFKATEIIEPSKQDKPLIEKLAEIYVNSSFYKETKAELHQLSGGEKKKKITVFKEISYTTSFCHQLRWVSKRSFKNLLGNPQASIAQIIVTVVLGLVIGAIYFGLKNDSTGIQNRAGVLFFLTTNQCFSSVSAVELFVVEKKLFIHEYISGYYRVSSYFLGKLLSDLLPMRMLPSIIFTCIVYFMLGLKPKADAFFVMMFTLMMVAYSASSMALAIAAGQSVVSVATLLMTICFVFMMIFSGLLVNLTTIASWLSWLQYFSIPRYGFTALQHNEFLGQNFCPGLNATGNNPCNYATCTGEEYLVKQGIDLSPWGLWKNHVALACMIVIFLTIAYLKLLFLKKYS
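Incubation: cells with compound and JC-1, 10 min at 25 °C, rotating, no wash / Test system: IgMXP3 (ABCG2) plus far-red-tagged CCRF-Adr (ABCB1) cells / Compound dosing: one concentration, 6.6 µM final / Also added: JC-1 fluorescent substrate / Evaluation: efflux inhibition in percent versus controls / Detection: flow cytometry, 530 nm JC-1 signal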
Bcl-XL Bim block: disrupts Bim peptide binding to human Bcl-XL; Q07817; actives 0.04% (n = 190,000); bead flow cytometry, fluorescence; inhibition, % at 10 µM
Target sequence (Q07817 whole entry, looked up): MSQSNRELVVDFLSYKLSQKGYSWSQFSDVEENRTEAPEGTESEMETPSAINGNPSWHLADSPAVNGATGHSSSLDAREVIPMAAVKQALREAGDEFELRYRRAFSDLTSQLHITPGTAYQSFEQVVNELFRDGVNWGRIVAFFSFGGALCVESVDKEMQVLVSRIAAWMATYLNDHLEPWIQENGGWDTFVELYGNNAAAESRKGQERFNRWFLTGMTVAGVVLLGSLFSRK
Bim-Bcl-W: disrupts Bim peptide binding to human Bcl-W. AID 952. actives 0.02% (n = 190,000). bead-based flow cytometry. Q92843. inhibition, % at 10 µM;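 note: 0% = bound tracer without compound and 100% = peptide blocker; higher means less fluorescent Bim peptide bound to Bcl-W beads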
Target sequence (Q92843 whole entry, looked up): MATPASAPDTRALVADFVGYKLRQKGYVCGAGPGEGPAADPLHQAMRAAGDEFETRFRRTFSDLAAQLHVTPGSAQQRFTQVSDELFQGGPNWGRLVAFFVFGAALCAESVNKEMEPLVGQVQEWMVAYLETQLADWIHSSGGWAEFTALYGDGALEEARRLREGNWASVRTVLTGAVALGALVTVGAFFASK
RGS7-Gao: regulators of human RGS7-Galphao interaction. Multiplexed bead flow cytometry, RGS7-Galphao binding; actives lie on both sides. actives 0.35% (n = 220,000). AID 1439. P09471. binding response (% of control), % at 10 µM; in the data active = binding response below about 49% or above about 150%; inconclusive = no clear call, values can overlap the other calls; inactive = in between;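 note: fluorescent Galphao held in activated GDP-AlF4 state binding bead-coupled RGS7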
Bcl-2 Bim block: human Bim-Bcl-2 interaction inhibition | inhibition, % at 10 µM | P10415 | actives 0.06% (n = 190,000) | Bead-based flow cytometry, Bim peptide-Bcl-2 binding; in the data active = inhibition above about 40%; inconclusive = no clear call, values can overlap the other calls;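 note: 0% = no compound wells with probe peptide and 100% = reference peptide inhibitor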
Bim-Bfl-1: inhibitors of Bim-Bfl-1 interaction, human. Q16548. Bead-based flow cytometry, Bim-Bfl-1 binding inhibition. inhibition, % at 10 µM. actives 0.12% (n = 190,000);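 note: 0% = wells without compound plus tracer and 100% = blocker peptide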
ABCB1 block: inhibitors of human ABCB1 transporter, ABCG2 counter-screen; P08183; actives 0.067% (n = 190,000); CCRF-Adr cells, JC-1 efflux, flow cytometry; inhibition, % at 6.6 µM; in the data active = inhibition above about 40%;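 note: 0% = vehicle and 100% = reference inhibitor; higher value means more JC-1 retained so stronger ABCB1 efflux block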
RGS8-Gao: modulates binding of RGS8 to human Galphao | P09471 | multiplexed bead flow cytometry; actives lie on both sides | response (percent of control binding), % at 10 µM | actives 0.34% (n = 220,000) | AID 1423; in the data active = response below about 60% or above about 140%; inactive = in between;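 note: Galphao activated as the GDP aluminium fluoride complex binding bead-coupled RGS8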
RGS4-Gao reg: human RGS4-Galphao interaction regulation | P09471 | Multiplexed bead flow cytometry, RGS4-Galphao binding; actives lie on both sides | binding response (% of control), % at 10 µM | actives 0.33% (n = 220,000) | AID 1415; in the data active = binding response below about 49% or above about 150%; inactive = in between;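 note: fluorescent Galphao activated with aluminum fluoride binding bead-coupled RGS4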
Numbers without * were called inactive; ? = inconclusive; · = not tested or not shown. Cut-off read from the data, not from the text of the source, unless noted: active = inhibition above about 40%.

SMILES	Bcl-B Bim block	GSH fluor	ABCG2 block	Bcl-XL Bim block	Bim-Bcl-W	RGS7-Gao	Bcl-2 Bim block	Bim-Bfl-1	ABCB1 block	RGS8-Gao	RGS4-Gao reg
Cc1cc(NC(=O)CSc2nc(-c3cccs3)cc(C(F)(F)F)n2)no1	-5	7	1	-3	5	101	-5	-11	0.3	102	101
O=C(NCc1ccccc1Cl)C1CCCN(S(=O)(=O)c2cccc3nsnc23)C1 (stereo not drawn)	-10	41	0	-2	-1	97	-11	-14	0.6	98	94
Cc1cc(NC(=O)Cn2c(=O)c3c(ncn3CC(C)C)n(Cc3ccccc3)c2=O)no1	-1	8	0	0	0	82	-3	0	0.1	90	61
Clc1ccc(Oc2cnns2)cc1Cl	-2	10	1	-1	-1	98	0	-1	0.3	97	97
Oc1c(/C=N/c2ncn[nH]2)ccc2ccccc12	13	24	11	18	11	98	21	27	0.6	100	99
COc1cc(OC)nc(NC(=O)NS(=O)(=O)c2ccc(F)cc2)n1	-2	12	0	-4	-4	104	1	-6	0.6	102	98
Cc1ccc(C)c(C(C)NC(=O)c2ccccc2Br)c1 (stereo not drawn)	0	7	7	0	-2	103	0	-2	0.9	104	103
NS(=O)(=O)c1ccc(CNC(=O)Cc2c(F)cccc2Cl)cc1	-1	12	0	0	3	98	0	-3	0.1	98	99
COc1ccc(OC)c(NC(=O)c2ccc(CSc3ncccn3)cc2)c1	-3	26	2	-2	-1	104	-4	-4	0.1	100	99
O=C(O)c1cccc(NC(CNS(=O)(=O)c2ccc(Cl)cc2)c2ccccc2)c1 (stereo not drawn)	2	20	-2	0	2	103	3	-1	0.0	102	102
CCOC(=O)N1CCN(C(=O)CSCc2ccccc2C)CC1	-1	37	3	0	1	98	-5	2	1.1	97	97
COc1ccc(C(C)(C)C)cc1NC(=O)c1ccc2c(c1)SC1=NS(=O)(=O)CCN12	-5	13	7	0	-2	?	0	-6	0.6	99	95
CCO[C@@H]1OC(C(=O)N2CCCCCCC2)=C[C@H](c2csc3ccccc23)[C@H]1CCCO	-3	19	6	-1	-1	96	-3	-5	2.0	96	94
O=C(Oc1cccc(/C=N/Nc2nc(Nc3ccccc3)nc(N3CCOCC3)n2)c1)c1ccco1	-5	4	-3	-4	-1	103	-3	-1	0.9	100	104
Cc1nccc(-c2ccc(-n3cnc4ccccc43)cc2)n1	-4	17	·	-4	3	102	0	-5	·	108	105
CCC(Sc1nc(=O)cc(N)n1-c1cccc(C)c1)C(=O)Nc1cc(C)on1 (stereo not drawn)	-13	33	5	-2	-2	100	-13	-18	0.8	102	101
CCOc1ccc(N)cc1OC	-1	16	1	2	-1	103	0	-6	0.6	103	105
COc1ccc(Cc2nnc(NC(=O)CSc3ccccc3)s2)cc1	-4	55	2	-15	-2	96	-9	-6	0.8	98	100
COc1ccc(C)cc1NC(=O)CN1C(=O)c2ccccc2S1(=O)=O	-4	23	1	-5	0	97	-9	-11	0.2	101	98
O=C(/C=C/c1ccco1)Nc1cc(Cl)ccc1C(=O)O	-5	10	-6	-6	-2	102	-1	0	-4.4	100	99
COc1ccccc1N1CCN(CC(=O)Nc2ccc3c(c2)OCCO3)CC1	-6	15	11	-4	0	?	-4	-3	2.4	100	102
O=C(COC(=O)c1cn(-c2ccccc2)nc1-c1cccnc1)NC1CC1	-2	22	3	0	0	102	0	-4	0.5	102	106
CC(C)c1ccc(N2CCN(C(=O)c3ccccc3NC(=O)/C=C(\C(=O)O)c3ccccc3)CC2)cc1	-7	53	0	-10	2	105	-3	0	0.2	99	102
C=C(C)CNC(=S)NNC(=O)c1ccc(Br)cc1	-30	18	9	-12	-1	104	-1	-9	0.2	103	102
CCOC(=O)c1sc(NS(=O)(=O)c2ccccc2)nc1C	-6	14	0	-4	1	97	-6	-9	0.2	99	96
Additional entries:
SMILES	Bcl-B Bim block	GSH fluor	ABCG2 block	Bcl-XL Bim block	Bim-Bcl-W	RGS7-Gao	Bcl-2 Bim block	Bim-Bfl-1	ABCB1 block	RGS8-Gao	RGS4-Gao reg
COc1cccc(CNC(=O)CCC2CCCN(C(=O)CCc3c(C)noc3C)C2)c1 (stereo not drawn)	-1	12	2	-3	-1	101	-4	-4	-0.1	100	103
COC(=O)c1ccc2nc(C)cc(Nc3ccc(N(C)C)cc3)c2c1	0	15	10	0	7	100	4	22	1.7	101	101
CC1CN(c2cc(=O)n(Cc3ccc(F)cc3)c(=O)[nH]2)CC(C)O1 (stereo not drawn)	-4	16	-2	-4	0	97	-8	-11	-0.7	102	102
CC(=O)Nc1cccc(OCC(=O)NC(C)C(C)C)c1 (stereo not drawn)	-3	16	·	0	1	102	1	-9	·	102	100
COc1cccc(OCCOCCNCCO)c1	0	11	2	0	1	104	1	0	0.5	107	105
CCCNS(=O)(=O)c1ccc(OCC(=O)Nc2ccc3c(c2)OCO3)cc1	-4	21	6	0	0	134	0	-13	0.6	106	107
CCOC(=O)c1ccc(NC(=O)Cn2cccc2)cc1	1	11	6	2	5	97	-5	-13	0.2	102	100
COc1ccc(-n2c(N)c(C(=O)NCC3CCCO3)c3nc4ccccc4nc32)c(OC)c1 (stereo not drawn)	-6	17	·	-2	1	98	-1	-14	·	101	104
COc1ccc(C2C(C#N)=C(/N=C/N3CCOCC3)OC3=C2C(=O)CC(C)(C)C3)cc1OC (stereo not drawn)	-6	11	2	-2	0	101	-3	-12	0.3	101	104
CCCc1cc(=O)oc2cc(OCc3cc(OC)c(OC)c(OC)c3)c(Cl)cc12	-9	13	0	-5	0	99	-8	-9	0.1	104	108
CCC1(C)Cc2ccccc2C(=S)N1 (stereo not drawn)	-8	14	-1	-6	-4	97	-3	-7	-0.1	99	96
O=C(COC(=O)c1ccc(N2CCOCC2)c([N+](=O)[O-])c1)Nc1ccc2c(c1)OCO2	-1	14	10	0	-1	99	-4	-11	0.7	98	100
O=C(N/N=C\c1cccc(Cl)c1)c1n[nH]c2c1CCCC2	1	6	12	0	-1	99	0	0	0.9	96	97
CCOC(=O)c1ccc(NC(=O)CNC(=O)c2ccccc2)cc1	-9	36	7	-22	0	101	-5	-12	1.1	99	97
Cc1ccc(-n2cc(CN3CCCN(C=O)CC3)c(-c3ccc(F)cc3)n2)cc1	-3	8	4	-1	-1	93	-6	0	1.0	104	98
CC(C)n1c(-c2ccccc2F)n[nH]c1=S	1	13	0	2	3	95	3	2	0.1	98	94
CN1C(=O)/C(=C/c2ccc3c(c2)OCO3)N=C1c1ccccc1	-5	11	11	-7	-4	107	-1	0	1.8	107	109
CCCn1c(SCC(=O)Nc2ccccc2Oc2ccccc2)n[nH]c1=O	-1	42	8	-8	-3	84	1	0	1.9	83	78
O=C(NC1CCCCC1)N1CCC(c2nc3ccc(Cl)cc3[nH]2)CC1	-10	66	4	-8	0	102	-9	-11	0.0	101	101
COC(=O)CSc1nnc(-c2ccc(OC)c(OC)c2)o1	-3	15	1	-2	-3	92	1	0	0.1	92	97
S=c1[nH]nc(-c2ccc(Cl)cc2)n1-c1ccc2c(c1)OCCO2	-9	12	1	1	0	106	0	3	1.3	96	104
COc1ccc(NC(=O)c2cc(-c3cccnc3)nc3ccc(C)cc23)cc1OC	0	21	2	-1	0	104	-3	1	1.7	107	102
Cc1cccn2c(/C=N/OCc3cccc(F)c3)c(-c3ccc(Cl)cc3)nc12	-2	10	7	0	0	99	0	-2	0.6	101	101
CCOC(=O)c1ccc2nc(C)c(CC)c(Cl)c2c1	0	11	1	-1	-1	108	0	4	0.3	116	108
O=C1C(Cl)=C(N2CCOCC2)C(=O)N1c1cccc(Cl)c1	-3	70	4	0	-4	104	-4	-6	1.0	103	103

An excerpt from above in order of molecular weight, largest number first.
SMILES	Bcl-B Bim block	GSH fluor	ABCG2 block	Bcl-XL Bim block	Bim-Bcl-W	RGS7-Gao	Bcl-2 Bim block	Bim-Bfl-1	ABCB1 block	RGS8-Gao	RGS4-Gao reg
CCO[C@@H]1OC(C(=O)N2CCCCCCC2)=C[C@H](c2csc3ccccc23)[C@H]1CCCO	-3	19	6	-1	-1	96	-3	-5	2.0	96	94
COc1ccc(-n2c(N)c(C(=O)NCC3CCCO3)c3nc4ccccc4nc32)c(OC)c1 (stereo not drawn)	-6	17	·	-2	1	98	-1	-14	·	101	104
COc1ccc(Cc2nnc(NC(=O)CSc3ccccc3)s2)cc1	-4	55	2	-15	-2	96	-9	-6	0.8	98	100
S=c1[nH]nc(-c2ccc(Cl)cc2)n1-c1ccc2c(c1)OCCO2	-9	12	1	1	0	106	0	3	1.3	96	104
Cc1ccc(C)c(C(C)NC(=O)c2ccccc2Br)c1 (stereo not drawn)	0	7	7	0	-2	103	0	-2	0.9	104	103

Additional results
SMILES	Bcl-B Bim block	GSH fluor	ABCG2 block	Bcl-XL Bim block	Bim-Bcl-W	RGS7-Gao	Bcl-2 Bim block	Bim-Bfl-1	ABCB1 block	RGS8-Gao	RGS4-Gao reg
O=C(NC(=S)Nc1cc(S(=O)(=O)N2CCOCC2)ccc1O)c1ccco1	-29	12	-1	-11	-4	88	-3	6	-0.3	89	87
O=C(O)c1cnc(-c2ccccc2)nc1Oc1ccc(Cl)cc1	0	27	1	-2	-1	94	-3	-4	-0.2	99	103
CN(C(=O)CSc1nnc(-c2ccco2)n1N)C1CCCCC1	-3	11	3	-1	1	?	0	-3	0.6	102	99
Cc1ccccc1C(=O)NNC(=S)NC(=O)c1ccc(Cl)cc1Cl	1	24	0	0	2	105	-4	0	0.0	102	101
Cc1cnc(CN(C)Cc2c(C(=O)N3CCc4ccccc4C3)nc3ccc(Cl)cn23)[nH]1	1	9	0	0	0	97	1	3	0.7	97	99
Cc1nc2sccn2c(=O)c1CCN1CCC(=C(c2ccccc2)c2ccc(F)cc2)CC1	-14	21	0	-6	-4	102	1	0	2.1	100	102
Cc1nn(CCCC(=O)Nc2cccnc2Cl)c(C)c1[N+](=O)[O-]	-3	27	1	-3	-3	91	-3	-3	0.2	96	91
COCCNC(=O)c1cn(C)c2ccccc2c1=O	-1	10	6	-1	0	100	-2	-4	0.4	101	102
COc1cc(OC)cc(-n2nnnc2SCC(=O)NC2CCCC2)c1	-1	11	5	-1	-4	101	1	-2	0.6	105	106
CCOC(=O)COc1ccc(S(=O)(=O)NCc2cccnc2)cc1	-6	36	1	-7	0	100	-8	-12	0.4	102	101
COc1ccc(Cl)cc1NC(=O)CSc1nnc(Cn2c(=O)sc3ccccc32)n1C	-9	15	3	-7	-5	101	-1	-6	0.7	101	100
Cc1ccc2cccc(S(=O)(=O)n3nc(C)cc3C)c2n1	-8	47	0	5	3	102	-13	-14	-0.5	101	106
O=C(O)CN1C(=O)COc2cc(S(=O)(=O)N3CCCC3)ccc21	0	15	2	0	3	104	3	-3	0.4	100	101
Cc1ccc(NC(=O)Cn2cnc3c(=O)n(C)c(=O)n(C)c32)c(C)c1	-8	28	2	0	0	107	-9	-10	0.7	102	105
O=C(Nc1cccc(O)c1)c1ccc(Br)cc1	-7	35	5	0	-1	100	-4	-11	0.4	99	95
O=C(CSc1nc2[nH]ncc2c(=O)n1-c1ccccc1)N1CCCc2ccccc21	-7	17	5	-3	-5	111	-3	-4	0.4	112	110
Cc1ccc(S(=O)(=O)NCC(=O)NC2CCCCCC2)cc1	1	16	5	-1	0	98	0	0	1.4	100	97
Cc1ccc(NC(=O)Cc2nn(C)c(=O)c3ccccc23)cc1F	-11	28	17	-5	-3	100	-13	-20	1.6	100	100
